LDHA block – inhibitors of human lactate dehydrogenase A | purified LDHA, NADH/diaphorase-resazurin fluorescence; hits give low values | P00338 | activity change, % (values are at about 110 or 230 µM) | AID 1347041 | 480,000 tested, 0.15% active; in the data active = activity change below about -30%; inconclusive = mostly about -25% to -30%;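 note: plate controls were DMSO wells for no effect and wells without enzyme for full effect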
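Human LDH5 at 2 nM final in Tris HCl pH 7.4 with 0.06 mM NADH and 0.2 mM pyruvate, reacted 5 minutes at room temperature. Remaining NADH coupled via diaphorase/resazurin; resorufin fluorescence read at 0 and 20 minutes, normalized to enzyme-free and DMSO wells.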
USP1-UAF1 inh – blocks the human USP1/UAF1 deubiquitinase complex. 390,000 tested, 0.23% active. recombinant USP1/UAF1, Ub-Rhodamine cleavage fluorescence. Potency, µM (highest dose often 57.1 µM), without a hit: top-dose activity change, negative = inhibition, actives largely listed as inhibitors; note: potency is the fitted concentration of half-maximal effect; % is set by controls: 0 for no effect and ±100 for the full control effect; nearly all actives have a fitted effect of over 60% in size; inactives centre near -12
Target sequence (O94782 whole entry, looked up): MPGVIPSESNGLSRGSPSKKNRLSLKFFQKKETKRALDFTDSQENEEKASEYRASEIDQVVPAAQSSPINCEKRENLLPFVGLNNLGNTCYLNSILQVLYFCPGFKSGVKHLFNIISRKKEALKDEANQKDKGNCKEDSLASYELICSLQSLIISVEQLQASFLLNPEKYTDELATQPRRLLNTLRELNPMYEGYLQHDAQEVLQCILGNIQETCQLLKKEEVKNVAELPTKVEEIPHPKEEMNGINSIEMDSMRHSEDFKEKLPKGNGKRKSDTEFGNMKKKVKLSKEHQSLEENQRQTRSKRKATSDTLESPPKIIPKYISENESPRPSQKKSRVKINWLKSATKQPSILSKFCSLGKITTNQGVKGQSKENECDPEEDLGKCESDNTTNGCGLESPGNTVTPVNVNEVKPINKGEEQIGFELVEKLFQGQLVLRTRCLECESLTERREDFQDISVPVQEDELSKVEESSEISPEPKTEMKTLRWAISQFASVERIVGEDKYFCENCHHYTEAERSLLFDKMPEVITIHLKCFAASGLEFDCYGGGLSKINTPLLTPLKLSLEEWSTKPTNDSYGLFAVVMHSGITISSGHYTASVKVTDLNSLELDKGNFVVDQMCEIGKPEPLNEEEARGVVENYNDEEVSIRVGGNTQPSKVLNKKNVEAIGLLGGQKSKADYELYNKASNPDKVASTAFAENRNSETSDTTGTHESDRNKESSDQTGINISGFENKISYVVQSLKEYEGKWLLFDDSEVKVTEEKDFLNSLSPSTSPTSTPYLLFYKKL
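Step one: compound is pinned into 1nM USP1/UAF1 in HEPES pH 7.8 buffer with TCEP. Step two: 15 min room-temperature incubation. Step three: Ub-Rho (150nM final) starts cleavage, tracked by fluorescence over six one-minute reads.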
TrxR1 inh – blocks rat thioredoxin reductase 1; recombinant rTrxR1, NADPH fluorescence consumption, selenite substrate; 390,000 tested, 1% active; O89049; Potency, µM (series often up to 114 µM), for inactives: at the highest dose activity change, negative = inhibition, most hits filed as inhibitors; note: potency is the fitted concentration of half-maximal effect; % is set by controls: 0 for no effect and ±100 for the full control effect; nearly all actives have a fitted effect of over 65% in size
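Rat TrxR1 (90 nM in the dispensed reagent) was pre-reduced with 400 uM NADPH for 5 min at room temperature, then incubated with compound for 15 min. After 400 uM selenite was added, NADPH fluorescence (Ex 340/Em 450 nm) was followed for 8 min.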
RGS4 inh – blocks human RGS4-accelerated GTP hydrolysis | P49798 | Transcreener GDP fluorescence polarization, RGS4-accelerated GTP hydrolysis | Potency, µM (doses to about 114 µM), for the others: top-dose activity change, negative = inhibition, actives largely listed as inhibitors | 390,000 tested, 0.039% active | AID 504845; note: potency is the fitted concentration of half-maximal effect; % is set by controls: 0 for no effect and ±100 for the full control effect; nearly all actives have a fitted effect of over 75% in size; some results filed as inactive show a strong effect at the top dose
Target sequence (P49798 whole entry, looked up): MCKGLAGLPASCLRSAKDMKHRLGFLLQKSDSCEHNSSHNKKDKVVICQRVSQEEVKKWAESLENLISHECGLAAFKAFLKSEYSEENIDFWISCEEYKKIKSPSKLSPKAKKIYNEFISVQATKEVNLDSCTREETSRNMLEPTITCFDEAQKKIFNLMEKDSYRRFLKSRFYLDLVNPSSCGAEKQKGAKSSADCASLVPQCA
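MLSMR compounds (23 nl, pin-transferred) preincubated 10 min at room temperature with a 500nM (2x) first reagent, then RGS4 at 900nM (2x) plus Transcreener GDP mix added; fluorescence polarization (620/688 nm) read before and after 90 min at 30 °C.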
mIDH1 inhibitor – blocks human mutant IDH1 R132H enzyme; IDH1-R132H enzyme, NADPH consumption, diaphorase/resazurin fluorescence; AID 602179; 390,000 tested, 0.093% active; O75874; Potency, µM (series often up to 76.6 µM), inactives show top-dose activity change, negative = inhibition, actives largely listed as inhibitors; note: potency is the fitted concentration of half-maximal effect; % is set by controls: 0 for no effect and ±100 for the full control effect; nearly all actives have a fitted effect of over 65% in size
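IDH1-R132H (0.5 ug/mL) preincubated 30 min with compound, then NADPH (0.016 mM) and alpha-KG (2 mM) added; 80 min at RT, pH 7.5. Remaining NADPH coupled via diaphorase/resazurin to fluorescence (540/590 nm); concentration-response curves normalized to no-enzyme control.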
Vif-A3F inh – Vif-A3F binding inhibition; HeLa A3F-eYFP + Vif (tagged APOBEC3F with the HIV-1 protein that degrades it), YFP fluorescence increase; Potency, µM (titrated, usually from 46.1 µM), for the others: at the highest dose activity, negative = active; 390,000 tested, 0.2% active; AID 602313; note: potency is the fitted concentration of half-maximal effect; % of control where 0% means no effect; nearly all actives have a fitted effect of over 65% in size
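HeLa cells stably expressing A3F-eYFP plus Vif, plated and incubated overnight at 37 deg C, then exposed to compounds overnight at 37 deg C. Blocked degradation read as raised yellow fluorescence (Ex 488/Em 500-530).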
Vif-A3G inh – Vif-A3G binding inhibition | Q9HC16 | HeLa A3G-eYFP + Vif (tagged APOBEC3G with the HIV-1 protein that degrades it), YFP fluorescence, overnight | Potency, µM (doses to about 46.1 µM), for inactives: at the highest dose activity, negative = active, hits mostly inhibitors | 410,000 tested, 0.076% active | AID 602310;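 note: potency is the fitted concentration of half-maximal effect; % is set by controls: 0 for no effect and ±100 for the full control effect; nearly all actives have a fitted effect of over 60% in size; hits raise eYFP signal because A3G escapes Vif-driven loss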
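Read-out is eYFP fluorescence (Ex 488/Em 500-530) from Vif-expressing HeLa A3G-eYFP cells; more signal means A3G escaped Vif-mediated degradation. Cells plated overnight, compound pinned in, incubated overnight at 37 deg C.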
TrxR1 substrate – rat thioredoxin reductase 1 substrate activity | 390,000 tested, 0.01% active | purified TrxR1 substrate turnover, NADPH consumption readout | Potency, µM (series often up to 114 µM), for the others: at the top dose activity change, negative = substrate turnover | O89049 | AID 588456; note: potency is the fitted concentration of half-maximal effect; % is set by controls: 0 for no effect and ±100 for the full control effect; nearly all actives have a fitted effect of over 50% in size
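Rat TrxR1, dispensed at 90 nM, was prereduced with 400 uM NADPH (final) for 5 min at ~22 deg C, then incubated with compound 15 min before 400 uM selenite. A first-read NADPH fluorescence drop versus no-compound background flagged substrates.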
Glioma ERSR ind – ER stress response induction in glioma; U87-MG GRP78 promoter luciferase reporter, 16 h; Potency, µM, for the others: at the highest dose activation, most hits filed as activators; 420,000 tested, 0.02% active; note: potency is the fitted concentration of half-maximal effect; series mostly up to about 76 µM; % of control where 0% means no effect; nearly all actives have a fitted effect of over 35% in size
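Stably transfected U87-MG human glioma cells carrying a GRP78-based luminescent sensor were seeded at 1000 cells/well, pin-dosed with compounds and incubated 16 h. Luciferase reagent was then added, and end-point luminescence was read after 10 min at room temperature.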
Starred values were filed as active, the others as inactive; ? = inconclusive; . = not tested or not shown; & = joins results of further samples; [ ] = dose if it differs, or a comment. Unless noted, calls come from the whole dose curve; as a rule, active = well fitted curve in the direction sought with a large enough effect; inconclusive = small, poorly fitted or top-dose-only effect, or another doubt; inactive = no such curve, though single readings can be large; an effect the other way counts as inactive or inconclusive.

SMILES	LDHA block	USP1-UAF1 inh	TrxR1 inh	RGS4 inh	mIDH1 inhibitor	Vif-A3F inh	Vif-A3G inh	TrxR1 substrate	Glioma ERSR ind
Cc1ccnc(NS(=O)(=O)c2ccc(NC(=O)Cc3ccc(F)cc3)cc2)n1	-5	-14%	2%	2%	-8%	-1%	-3%	-9%	-5%
O=C(O)Cc1sc(-c2ccccc2Cl)nc1-c1ccccc1	2	-9%	25%	4%	-1%	6%	-10%	0%	-2%
Cc1ccc(NC(=O)C2CCCN(S(=O)(=O)c3c(C)n[nH]c3C)C2)c(C)c1 (stereo not drawn)	0	-15%	6%	-2%	-2%	-2%	3%	1%	-2%
Fc1ccccc1/C=C1\CCCC2=C1NC(=S)NC2c1ccccc1F (stereo not drawn)	-9	-5%	-28%	?	-1%	12%	-1%	5%[57.1 µM]	-2%
CC(c1ccccc1)C1CC(=O)N(c2cc(Cl)ccn2)C1=O (stereo not drawn)	-5	-4%	5%[57.1 µM]	-4%	7%	4%	2%	-5%[57.1 µM]	1%
O=c1n(Cc2ccccc2)c2cc(Cl)cnc2n1Cc1ccccc1	2	-20%	22%	-33%	6%	.	-2%	40%[activator]	-2%
COc1ccc(-n2c(SCC(=O)Nc3nccs3)nc3sc4c(c3c2=O)CCN(C)C4)cc1	2	-26%	-8%[57.1 µM]	-48%	0%	-3%	1%	-21%[57.1 µM]	-1%
C/C(C=O)=C/c1ccccc1	-5	8%	21%	-4%	22%	9%	-2%	8%	-1%
N/C(=N\OC(=O)/C=C/c1ccccc1)c1ccccc1	2	-5%	2%	9%	0%	-4%	1%	4%[57.1 µM]	9%
COc1ccc(/C=N/Nc2ccc([N+](=O)[O-])cc2)cc1Cn1cc([N+](=O)[O-])cn1	-1	-13%	18%[57.1 µM]	-13%[11.4 µM]	2%	0%	-9%	2%[57.1 µM]	6%
COc1ccc(Cc2nnc(SCC(=O)N(c3ccccc3)C(C)C)n(N)c2=O)cc1	-3	-18%	-8%	1%	1%	-20%	1%	-13%	1%
CC1CCN(S(=O)(=O)c2ccc3c(c2)NC(=O)CS3)CC1	0	-25%	14%	-6%	-10%	-4%	1%	6%	-1%
CCc1ccc(N2CC(C(=O)OCC(=O)Nc3ccc(C#N)cc3)CC2=O)cc1 (stereo not drawn)	-3&5	-23%	29%	-4%	7%	-2%	-2%	2%	-6%
CSc1nc(-c2ccco2)nn1S(=O)(=O)c1ccc(C)cc1	2	-17%	1%[57.1 µM]	-38%	16%	-6%	-4%	-2%[57.1 µM]	-5%
CC1CC(C)CN(C(=O)COC(=O)c2ccc[nH]c2=O)C1 (stereo not drawn)	-3	-12%	1%	15%	-3%	-8%	0%	0%	-3%
O=C(CSc1nc2cc(Cl)ccc2s1)N1CCN(C(=O)c2ccco2)CC1	-5	5%	-14%[57.1 µM]	-20%	9%	-3%	1%	9%[57.1 µM]	-5%
Cc1nn(C)cc1N1C(=O)c2cccc3c(N)ccc(c23)C1=O	8	?	8%[57.1 µM]	-3%	9%	?	3%	-6%	-3%
COc1ccc(-c2nc(C(N)=O)c3c(n2)n(-c2ccccc2OC)c(=O)n3C)c(OC)c1	2	-20%	3%[57.1 µM]	-20%	14%	-3%	-5%	2%[57.1 µM]	-2%
O=C(O)c1ccc2c(c1)C(=O)N(CCc1ccccc1)C2=O	-4	-27%	15%	3%	-2%	1%	-5%	2%	-2%
O=C1NC(=O)C2(CCCCC2C2CCCCC2)N1 (stereo not drawn)	-9	-8%	13%[57.1 µM]	13%	10%	-2%	0%	-10%	-5%
COC(=O)c1ccc(Cn2cnc3cnccc32)cc1	-6	3%	25%	31%	-3%	3%	-1%	-8%[11.4 µM]	-3%
Cc1cccc(NC(=O)Nc2ccc3c(c2)OCO3)n1	2	-6%	28%	2%	8%	-1%	1%	-2%	-1%
OCCC1CN(CC#Cc2ccccc2)CCN1Cc1ccccc1F (stereo not drawn)	1	3%	?	-9%	-10%	?	-5%	-1%	1%
CCCCn1c(N)c(N(CCOC)C(=O)c2ccc(N3CCCC3=O)cc2)c(=O)[nH]c1=O	-6	-11%	25%	5%	5%	-2%	-4%	4%	-5%
Cc1ccccc1Cn1c(-c2ccc(=O)[nH]c2)nc2ccccc21	-4	1%	11%	-5%	3%	1%	0%	6%	-2%
CN(C)C(CNC(=O)CCNC(=O)c1ccc(Br)cc1)c1ccco1 (stereo not drawn)	-3	-13%	21%[11.4 µM]	-13%	-1%	2%	-3%	5%[11.4 µM]	-2%
CN(C)CCNC(=O)C(=O)NCC(c1cccnc1)N1CCN(c2ccc(F)cc2)CC1 (stereo not drawn)	-1	-9%	0%	-12%	4%	6%	1%	-3%	-2%
COc1ccc(C(C)=O)cc1CSc1nnc(C)s1	0	-12%	?	-7%	10%	-19%	-9%	-2%	-3%
CCOc1ccc(N2C(=O)Nc3ccccc3C2(O)C(=O)NCc2ccco2)cc1 (stereo not drawn)	2	-11%	34%[57.1 µM]	-15%	5%	2%	2%	10%	-4%
COC(=O)c1cc2oc3ccccc3c2n1Cc1nc(-c2cccc(Cl)c2)oc1C	-2	?	35%	11%	5%	-1%	2%	11%	-1%
COc1ccc(C(CCN2CCCC2)c2c(O)cc(OC)cc2OC)cc1 (stereo not drawn)	1	-22%	13%[57.1 µM]	-11%&-27%	11%	-5%	-5%&-6%	5%&9%	-6%&-3%
O=C(NC1CC1)C1=C[C@@H](C2CC2)C[C@@H](OCc2ccc(CO)cc2)O1	0	-27%	8%	8%	15%	4%	-11%	6%	-5%
CCOC(=O)c1c(C)[nH]c(C)c1C(=O)CSc1nnc(-c2cc(OC)c(OC)c(OC)c2)o1	-2	-16%	4%	8%	1%	.	0%	0%	-6%
Cc1cccc(C)c1NC(=O)C(=O)NCC(c1ccc2c(c1)OCO2)N1CCN(C)CC1 (stereo not drawn)	-5	-6%	34%[57.1 µM]	-8%	-2%	4%	2%	9%[57.1 µM]	-1%
COc1ccc(OC)c(-c2csc(NC(=O)CSCc3c(C)noc3C)n2)c1	-7	-16%	8%	1%	-9%	-3%	1%	-11%[57.1 µM]	-3%
O=C(Nc1cccc2ccccc12)N(c1ccccc1)c1ccccc1	1	-11%	-9%	-15%	4%	10%	-6%	-9%	2%
COCCN1C2=C(C(=O)CC(C)(C)C2)C(c2ccc(OC)c(OC)c2)C2=C1CC(C)(C)CC2=O	-3	-1%	-10%[57.1 µM]	9%	0%	-22%	0%	-7%	-1%
Cc1ccc(NC(=O)N2CCC(CN3CCCC3)CC2)c(C)c1	-4	-10%	-15%	-11%	-12%	9%	-1%	-4%	-3%
COc1ccc(-c2cc3c(=O)n(CC(=O)Nc4cc(F)ccc4F)ccn3n2)cc1OC	-8	-18%	18%[57.1 µM]	20%	.	.	.	5%[57.1 µM]	.
Cc1ccsc1/C=N/NC(=O)Nc1ccccc1	-13	4%	-2%	37%	-17%	17%	1%	-12%	2%
CCCCN(C(=O)C(C)(C)Oc1ccc(Cl)cc1)c1c(N)n(CCC)c(=O)[nH]c1=O	0	-16%	13%	1%	-4%	1%	3%	4%	-2%
C1CCN(C2CCN(c3nc4nonc4nc3N3CCSCC3)CC2)C1	-4	-16%	1%[57.1 µM]	6%	7%	5%	1%	6%[57.1 µM]	-1%
O=C(Nc1ccc(S(=O)(=O)NCC2CCCO2)cc1)c1ccc(Cl)cc1[N+](=O)[O-] (stereo not drawn)	-4	-4%	-2%	18%	0%	7%	2%	-7%	-6%
CCNC(=O)Nc1cc(S(=O)(=O)N2CCOCC2)ccc1N1CCCCC1	1	-9%	.	.	-3%	-6%	1%	.	0%
Cc1ccc(C(=O)Cn2c3[n+](c4ccccc42)CC(O)CS3)cc1 (stereo not drawn)	-9	-18%	14%[57.1 µM]	-22%	-2%	-19%	5%	8%[57.1 µM]	-5%
O=C(COC(=O)C1CCN(S(=O)(=O)c2ccc3c(c2)OCCO3)CC1)NC1CCCCC1	-5	-16%	6%	-1%	8%	-16%	0%	0%	-1%
O=C(CSc1nnc(-c2ccccc2)c(-c2ccccc2)n1)N1CCOCC1	-2	-19%	-2%	14%	0%	7%	7%	-6%	-3%
CC(C)(C)NC(=O)Cn1c(SCC(=O)NC2CC2)nc2ccccc21	-3	-3%	11%[57.1 µM]	5%	1%	0%	1%	-15%	-3%
O=C(CCCCCn1c(=O)[nH]c2ccsc2c1=O)NCc1ccc(F)cc1	-7	1%	4%	2%	1%	-3%	0%	-3%	-3%
Cc1nc(C(=O)Nc2ccc(Cl)cc2)sc1C1(C)CC(c2cccc([N+](=O)[O-])c2)=NO1 (stereo not drawn)	0	-26%	18%	-14%	9%	-2%	5%	6%	-3%

2 entries picked at random from those above:
SMILES	LDHA block	USP1-UAF1 inh	TrxR1 inh	RGS4 inh	mIDH1 inhibitor	Vif-A3F inh	Vif-A3G inh	TrxR1 substrate	Glioma ERSR ind
CC(C)(C)NC(=O)Cn1c(SCC(=O)NC2CC2)nc2ccccc21	-3	-3%	11%[57.1 µM]	5%	1%	0%	1%	-15%	-3%
O=C(Nc1ccc(S(=O)(=O)NCC2CCCO2)cc1)c1ccc(Cl)cc1[N+](=O)[O-] (stereo not drawn)	-4	-4%	-2%	18%	0%	7%	2%	-7%	-6%

Only part of the results is shown (hit frequency here may not be typical).
